TMEM16A act = mouse TMEM16A channel activation, primary screen; Q8BHY3; HEK293 TMEM16A/YFP-H148Q/I152L, iodide quench fluorescence; stronger effect = lower value; B-score at 10 µM; actives 0.3% (n = 340,000);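 active = fluorescence-ratio B-score plate-corrected deviation score at least 3 library SD below zero, with starting fluorescence score within 5 deviations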;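 note: channel opened by trigger with iodide after compound preincubation; score built on the fluorescence ratio of max minus min over baseline; more negative score means more quench and so TMEM16A activation or potentiation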
TRPC6 inhibitor = inhibitors of mouse TRPC6 channel | Q61143 | HEK293-TRPC6, membrane potential dye, ACh-evoked depolarization; stronger effect = lower value | B-score at 10 µM | actives 1.1% (n = 310,000) | AID 2553;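 active = B-score under library mean minus 3 SD, initial fluorescence not abnormally high, positive integrated signal ratio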;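 note: B-score derived from integrated fluorescence ratio over the kinetic read; more negative B-score means stronger inhibition of depolarization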
TRPC6 act = activators of mouse TRPC6 channel | HEK293-TRPC6 membrane potential dye fluorescence; stronger effect = higher value | B-score at 10 µM | AID 2550 | Q61143 | actives 0.13% (n = 310,000);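 active = B-score of the integrated fluorescence ratio above library mean plus 3 SD, and starting fluorescence ratio within library mean plus 5 SD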;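 note: higher score means more depolarization so channel activation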
RGS4 block = human RGS4 inhibition. P49798. HEK293 M3R/RGS4 inducible, Fluo-4 calcium flux; stronger effect = higher value; triggered by carbachol at its EC20. B-score at 10 µM. actives 0.45% (n = 310,000). AID 463165;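 active = B-score, a plate-corrected calcium signal, over three deviations above library mean, with baseline fluorescence within five deviations of library mean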;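 note: RGS4 expression induced by doxycycline in cells with stable M3 receptor; B-score is computed from the integrated fluorescence ratio over baseline after carbachol; higher B-score means a larger calcium signal and so more RGS4 inhibition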
Target sequence (P49798 whole entry, looked up): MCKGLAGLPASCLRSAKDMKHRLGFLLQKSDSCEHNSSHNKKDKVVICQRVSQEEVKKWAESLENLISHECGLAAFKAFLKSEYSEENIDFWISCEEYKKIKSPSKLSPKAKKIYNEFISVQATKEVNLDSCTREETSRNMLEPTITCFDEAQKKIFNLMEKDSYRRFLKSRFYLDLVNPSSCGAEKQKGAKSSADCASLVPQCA
RGS4 act = potentiators or activators of RGS4. B-score at 10 µM. HEK293 M3R/inducible RGS4, carbachol calcium flux Fluo4; stronger effect = lower value. AID 463111. actives 0.92% (n = 310,000);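 active = B-score of the integrated calcium signal more than 4 SD below the library mean, with starting fluorescence not abnormally high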;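 note: negative B-score means reduced calcium response which marks RGS4 activation or potentiation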
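Assay system: HEK293 FlpIn-TREx cells, stable M3R, doxycycline-inducible RGS4 / Probe or stimulus: carbachol, ECmax concentration / Times: overnight RGS4 induction, 30 min dye load 37 °C, 20 min compound RT / Signal: kinetic calcium fluorescence imaging with Fluo4-AM dye, 2 µM / Measure: Agonist-evoked peak-minus-minimum fluorescence over baseline, integrated ratio, B score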
MrgX1 allo act = allosterically activates human MrgX1 receptor signaling. Q96LB2. MrgX1-HEK293, Fluo-4 calcium flux, FDSS; stronger effect = higher value. B-score at 10 µM. actives 0.63% (n = 310,000). AID 588675;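 active = plate-corrected calcium response at least 3 library SD above typical, normal starting fluorescence, not activating the receptor alone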;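 note: compound read alongside a low EC10 to EC30 dose of BAM8-22 agonist; peak minus trough fluorescence over baseline measured at the second addition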
Target sequence (Q96LB2 whole entry, looked up): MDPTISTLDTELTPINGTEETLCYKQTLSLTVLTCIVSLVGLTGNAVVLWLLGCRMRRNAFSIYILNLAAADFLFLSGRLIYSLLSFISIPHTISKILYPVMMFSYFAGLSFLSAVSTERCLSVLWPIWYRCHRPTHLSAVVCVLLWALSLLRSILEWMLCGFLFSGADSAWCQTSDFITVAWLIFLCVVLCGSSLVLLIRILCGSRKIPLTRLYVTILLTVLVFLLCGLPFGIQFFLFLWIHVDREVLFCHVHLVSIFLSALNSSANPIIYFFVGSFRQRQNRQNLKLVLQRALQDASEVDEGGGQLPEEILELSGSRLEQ
MrgX1 ag = agonists of human MrgX1 receptor | Q96LB2 | MrgX1-HEK293 cells, Fluo-4 calcium fluorescence, agonist mode; stronger effect = higher value | B-score at 10 µM | actives 0.44% (n = 310,000);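 active = calcium response B-score plate-corrected fluorescence ratio at least 3 library SD, with starting fluorescence B-score inside 5 SD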
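times = overnight plating, then 30 min 37 °C plus 30 min room-temperature dye loading | assay system = stable human MrgX1 HEK293 cell line | input = fifteen thousand cells per well | signal = kinetic calcium dye fluorescence, Fluo-4 NW | dosing = compound delivered in addition one of three | read-out = B-scored fluorescence response ratio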
ANO1 block = inhibitors of mouse TMEM16A calcium-activated chloride channel; Q8BHY3; HEK293 TMEM16A/YFP iodide influx fluorescence, ionomycin; normalized B-score (activity score, 25-100; higher = stronger inhibition) at 10 µM; actives 1.2% (n = 310,000); AID 588511;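 active = ratio plate-corrected score three or more library SD toward inhibition, starting fluorescence score within five deviations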;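 note: score derived from kinetic fluorescence span divided by baseline fluorescence per well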
HDAC3 inhib = inhibitors of human histone deacetylase 3; recombinant HDAC3, fluorogenic peptide/trypsin coupled, fluorescence; inhibition, % at 8.3 µM; actives 0.15% (n = 320,000); in the data active = inhibition above about 26%, passing the limit was not always enough; inconclusive = no clear call, values can overlap the other calls
Target sequence (O15379 whole entry, looked up): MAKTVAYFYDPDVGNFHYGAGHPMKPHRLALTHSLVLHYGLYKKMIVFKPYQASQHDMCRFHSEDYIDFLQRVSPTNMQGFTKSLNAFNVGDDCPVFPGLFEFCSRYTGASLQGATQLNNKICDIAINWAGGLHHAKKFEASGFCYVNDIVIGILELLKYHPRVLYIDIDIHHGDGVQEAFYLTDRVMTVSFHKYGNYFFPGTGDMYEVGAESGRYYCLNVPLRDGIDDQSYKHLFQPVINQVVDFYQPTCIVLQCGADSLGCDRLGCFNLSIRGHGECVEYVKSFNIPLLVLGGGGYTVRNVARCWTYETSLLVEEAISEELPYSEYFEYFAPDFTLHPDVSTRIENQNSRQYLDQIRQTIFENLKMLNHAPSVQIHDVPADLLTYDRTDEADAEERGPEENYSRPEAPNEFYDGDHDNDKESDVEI
MrgX1 antagonist = human MrgX1 receptor antagonism, primary screen | MRGX1-HEK293 calcium flux, Fluo-4, BAM8-22 antagonism; stronger effect = lower value | B-score at 10 µM | actives 1.3% (n = 310,000);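 active = calcium-response B-score plate-corrected more than 3 library SD below zero, starting fluorescence within 5 deviations, no agonist response on first addition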;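 note: peak minus trough fluorescence over baseline after final BAM8-22 challenge near maximal dose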
SKKanGAS inh = inhibitors of SKKanGAS S. pyogenes growth in kanamycin (SK-promoter or general growth effect). BacTiter-Glo, 6 h. actives 1.3% (n = 300,000). inhibition, % at 7.5 µM;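 active = mean replicate score, as percent of positive control median, at least 50; inconclusive = mean below 50 but one replicate at or above 50; inactive = mean and every replicate below 50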;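 note: strain carries kanamycin resistance gene driven by streptokinase promoter and grows in 40 µg/ml kanamycin; loss of luminescence reflects streptokinase promoter inhibition or plain growth inhibition; 0% = median of DMSO wells and 100% = positive control at its reference dose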
* marks the source's active call; other numbers are inactive results; i = inactive; u = inconclusive; x = not tested or not shown. Random draw from the library (roughly 6.7% active in at least one column).

SMILES	TMEM16A act	TRPC6 inhibitor	TRPC6 act	RGS4 block	RGS4 act	MrgX1 allo act	MrgX1 ag	ANO1 block	HDAC3 inhib	MrgX1 antagonist	SKKanGAS inh
CCCCNc1nc2ccccc2n1CC(=O)N1CCc2ccccc2C1	i	i	i	i	i	i	i	i	2	i	0
COc1ccccc1NC(=O)NNC(=O)CCN1CCOCC1	i	i	i	i	i	i	i	i	1	i	18
COc1ccc(C2CC(=O)C=C(O)C2)cc1 (stereo unspecified)	i	i	i	i	i	i	i	i	-9	i	4
Cc1cc(C)c(S(=O)(=O)N2CCOC2CNC(=O)C(=O)NCCc2c[nH]c3ccccc23)c(C)c1 (stereo unspecified)	i	i	i	i	i	i	i	i	3	i	5
NS(=O)(=O)c1ccc(CNC(=O)CCCSc2ccccc2)cc1	i	i	i	i	i	i	i	i	-5	i	-10
Cn1nc(-c2ccc(Cl)cc2)c2cc(C(=O)NCCCN3CCCC3)sc21	i	i	i	i	i	i	i	i	-45	i	-1
COC(=O)C1CCN(c2cnccn2)CC1	i	i	i	i	i	i	i	i	-9	i	-2
CCOc1ccc(S(=O)(=O)NCCC(=O)Nc2ncccc2C)cc1	i	i	i	i	i	i	i	i	-3	i	-1
NS(=O)(=O)c1ccc(Nc2c([N+](=O)[O-])cncc2[N+](=O)[O-])cc1	i	i	i	i	i	i	35*	i	-2	i	6
CCOc1ccc(NC(=O)CSc2nnc(-c3cc(C)[nH]n3)n2N)cc1	i	i	i	i	i	i	i	i	-4	i	1
Cc1ccc(NC(=O)c2nc3nccc(C)n3n2)c(C)c1	i	i	i	i	i	i	i	i	3	i	-1
CCC1c2ccc(C)n2CCN1C(=O)Nc1cc(Cl)ccc1OC (stereo unspecified)	i	i	i	i	i	i	33*	i	0	i	-2
O=C1/C(=C\Nc2ccc(OC(F)(F)F)cc2)CCN1c1ncccn1	i	i	i	i	i	i	i	i	13	i	5
Cc1ccc(NC(=O)COc2ccccc2)cc1Cl	i	i	i	i	i	i	i	i	-2	i	-1
CC(C)(CC(=O)O)CC(=O)NCc1c(Cl)cccc1Sc1ccc(Cl)cc1	i	i	i	i	i	i	i	i	13	i	4
O=S(Cc1cc(Oc2ccccc2)nc(-c2ccccc2)n1)c1ccccc1 (stereo unspecified)	i	i	i	i	i	i	i	i	9	i	10
CC1CCN(C(=O)COC(=O)c2ccc3c(c2)OCO3)CC1	i	i	i	i	i	i	i	i	1	i	-12
CC(=O)Nc1ccc(/C(C)=N/NC(=O)c2ccncc2)cc1	i	i	i	i	i	i	i	i	-5	i	13
Nc1nc(-c2ccc3c(c2)OCCO3)cs1	i	i	i	i	i	i	i	i	-8	i	0
COc1ccccc1CNC(=O)CSc1nn2c(=O)c(C(C)(C)C)nnc2s1	i	i	i	i	i	i	i	i	2	i	-3
Cc1nn(CCc2n[nH]c(=S)n2C)c(C)c1Br	i	i	i	i	i	i	i	i	8	i	3
CCOc1ccc(-c2ncncc2-c2ccc(OC)cc2)c(O)c1	i	i	i	i	i	i	i	i	u	i	28
CNC(=O)c1snnc1-c1ccccc1	i	i	i	i	i	i	i	i	-1	i	1
COc1cc(-c2nnc(NC(=O)c3ccco3)o2)cc(OC)c1OC	i	i	i	i	i	i	i	i	9	i	-8
Cc1cccc(CSc2nnc(C)c(=O)n2N)c1	i	i	i	i	i	i	i	i	0	i	1
Cn1ncc([N+](=O)[O-])c1C(=O)Nc1nc2ccccc2n1CCN1CCCCC1	i	i	i	i	i	i	i	i	3	i	2
O=C(N/N=C/c1sc(N2CCOCC2)nc1-c1ccccc1)c1ccccc1O	i	i	i	i	i	i	i	100*	6	i	17
O=[N+]([O-])c1ccccc1S(=O)(=O)Nc1cccc(-c2ccc(N3CCCC3)nn2)c1	i	i	i	i	i	i	i	i	x	i	16
COc1cc(/C=C/C(=O)NNc2c(F)c(F)cc(F)c2F)ccc1OC(F)F	i	i	i	i	i	i	i	i	-10	i	-8
NC(=O)N/N=C/c1cc(Br)ccc1OC(=O)c1ccccc1	i	i	i	i	i	i	i	i	-1	i	4
COc1ccc(/C=N/NC(=O)c2ccccc2O)cc1Cn1cc([N+](=O)[O-])cn1	i	i	i	i	i	i	i	i	12	i	-1
CCCNC(=O)NC(=O)CSc1ccc2c(c1)OCCO2	i	x	x	x	x	i	i	i	2	i	x
CC(=O)N1CCCc2cc(S(=O)(=O)N3CCCC(C(=O)N4CCN(c5cccc(Cl)c5)CC4)C3)ccc21 (stereo unspecified)	i	i	i	i	i	i	i	100*	2	i	11
COCCN(C(=O)c1csnn1)C(C(=O)NC1CCCCC1)c1sccc1C (stereo unspecified)	i	i	i	i	i	i	i	i	-9	i	3
Cc1nc(C)c(C(=O)N/N=C/c2cn(C)c3ccccc23)s1	i	i	i	i	i	i	i	i	5	i	-10
COCCSc1ncnc2c1oc1nc3c(cc12)COC(C)(C)C3	i	i	i	i	i	i	i	i	4	i	0
Cc1ccc(-c2cc(C(=O)Nc3cc(C)on3)no2)cc1	i	i	i	i	i	i	i	i	7	i	-5
O=[N+]([O-])c1c(Nc2ccccc2O)cc(Cl)c2nonc12	i	i	i	i	i	i	i	100*	7	-12*	17
O=C1NC(=O)/C(=C/c2ccccc2Oc2ccc(Cl)cc2)S1	i	i	i	i	i	i	i	i	8	i	57*
O=C(Nc1ccc(C(=O)N2CCOCC2)cc1)c1ccccc1[N+](=O)[O-]	i	i	i	i	i	i	i	i	-2	i	-1
CC(=O)Oc1ccc2nc(/C=C/c3ccc(C=O)cc3)oc(=O)c2c1	i	i	i	i	i	i	i	i	2	i	-2
COC(=O)c1ccc(SCC(=O)NC2CCCCC2)c([N+](=O)[O-])c1	i	i	i	i	i	i	i	i	-7	i	3
C=CCOc1cccc(/C=N/NC(=O)C(OC)c2ccccc2)c1 (stereo unspecified)	i	i	i	i	i	i	i	i	1	i	-4
O=C(NCc1nc2ccccc2[nH]1)C1=C[C@H](c2csc3ccccc23)C[C@H](OCc2ccc(CO)cc2)O1	i	i	i	i	i	i	i	i	-1	i	26
CC(/C=C/c1ccccc1)=N\Nc1ccccc1[N+](=O)[O-]	i	i	i	i	i	i	i	i	2	i	-7
N=C1/C(=C/c2ccc(OCc3ccccc3F)cc2)C(=O)N=C2SC(CC(=O)N3CCOCC3)=NN12	i	i	i	i	i	35*	i	i	0	i	21
COc1cc(/C=C/C(=O)c2ccc(NS(=O)(=O)c3ccc(C)cc3)cc2)cc(OC)c1O	-5.1*	i	i	i	i	i	i	i	4	i	43
NC(=O)[C@H]1CC2(CC(c3cccc(NC(=O)[C@H]4CCC(=O)N4)c3)=NO2)CN1C(=O)c1cc([N+](=O)[O-])cc([N+](=O)[O-])c1 (stereo partly specified)	i	i	i	i	i	i	i	i	39*	i	-1
CCOC(=O)CC(=O)CSc1nnc2sc3ccccc3n12	i	x	x	x	x	i	i	i	-6	i	x
Cc1ccc(NC(=O)CCNC(=O)c2ccc([N+](=O)[O-])cc2)cc1C	i	i	i	i	i	i	i	i	-2	i	-2
O=C(NCCCN1CCN(c2ccccc2F)CC1)C1CCCN(S(=O)(=O)c2cnc[nH]2)C1 (stereo unspecified)	i	i	i	i	i	i	i	i	x	i	-1
COc1ccc(NC(=O)CN2CCN(c3ccccc3F)CC2)cc1	i	i	i	i	i	i	i	i	3	i	-7
Cc1cc(C(=O)N/N=C/C(Cl)=C/c2ccccc2)c(C)o1	i	i	i	i	i	i	i	i	-1	i	6
Cc1ccc(C)c(OCCC(=O)NNC(=O)c2ccncc2)c1	i	i	i	i	i	i	i	i	-1	i	-6
CCOC(=O)C1C(c2ccc([N+](=O)[O-])cc2)C2C(=O)NN=C2CC1(C)O (stereo unspecified)	i	i	i	i	i	i	i	i	0	i	9
N#Cc1ccccc1OCC(=O)OCCCOC(=O)COc1ccccc1C#N	i	i	i	i	i	i	i	i	-1	i	-1
COC(=O)[C@@H](NC(=O)Nc1ccc(OC)cc1)C(C)C	i	i	i	i	i	i	i	i	-3	i	3
COC(=O)c1c(C)[nH]c(C(=O)/C=C/c2ccccc2F)c1C	i	i	i	i	i	i	i	i	3	i	-2
Cc1cc(C)c(NS(=O)(=O)c2ccc3c(c2)n(C)c(=O)n3C)c(C)c1	i	i	i	i	i	i	i	i	0	i	-4
O=C(CSc1nnnn1-c1ccc(O)cc1)Nc1ccc(N2CCOCC2)c(Cl)c1	i	i	i	i	i	i	i	i	6	i	-4

Carrying on.
SMILES	TMEM16A act	TRPC6 inhibitor	TRPC6 act	RGS4 block	RGS4 act	MrgX1 allo act	MrgX1 ag	ANO1 block	HDAC3 inhib	MrgX1 antagonist	SKKanGAS inh
O=C(/C=C/c1ccccc1)OCc1cnc(Cl)s1	i	i	i	i	i	i	i	i	-1	i	1
COC(=O)C(Cc1c[nH]c2ccccc12)NC(=O)C(C)C (stereo unspecified)	i	i	i	i	i	i	i	i	-5	i	-3
O=C(NC1CCCCC1)c1ccc(COc2ccccc2)o1	i	i	i	i	i	i	i	i	-5	i	-3
Cc1ccc(-n2c(=O)c3sccc3n(Cc3cc(=O)n4ccccc4n3)c2=O)cc1F	x	i	i	i	i	i	i	i	-11	i	0
O=C1CCCN1c1ccc(S(=O)(=O)NCCc2ccc(Cl)cc2)cc1	i	i	i	i	i	i	i	i	3	i	-11
O=C(NC(=S)Nc1ccccc1N1CCCC1)c1ccc(F)cc1	i	i	i	i	i	i	i	i	2	i	-9
CC(C)[C@H](NC(=O)c1ccccc1Cl)C(=O)OCC(=O)NC(=O)NC1CCCC1	i	i	i	i	i	i	i	i	0	i	-2
O=C(Nc1cccc(C(F)(F)F)c1)Oc1ccc(Cl)c2cccnc12	i	i	i	i	i	i	i	i	11	i	99*
c1ccc(OCc2nn3c(-c4cccnc4)nnc3s2)cc1	i	i	i	i	i	i	i	i	-4	i	3
COc1ccc2oc(C(=O)Nc3nc(-c4ccccn4)cs3)c(C)c2c1	i	i	i	i	i	i	i	i	3	i	84*
COC(=O)c1ccc(NC(=O)CCS(=O)(=O)c2ccc(Br)s2)cc1	i	i	i	i	i	i	i	i	4	i	-7

Compound activity (PubChem BioAssay)
